High-throughput results deposited in PubChem BioAssay by several laboratories.
rCAG binder = binds r(CAG) RNA repeats. r(CAG) RNA repeat, TO-PRO-1 dye displacement fluorescence. inhibition, % at 3 µM. 370,000 compounds, 1.3% hits. AID 651821;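 active = inhibition above the plate cutoff, the mean of all test compounds on that plate plus 3 SD, cut at about 35% in these data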;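 note: 0% = DMSO alone and 100% = 100 µM mitoxantrone as full dye displacement; higher means more dye released from RNA so lower well fluorescence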
SIAE primary = inhibitors of human sialic acid acetylesterase SIAE. inhibition, % at 9.66 µM. AID 1053197. Q9HAT2. 370,000 compounds, 0.69% hits. SIAE FP-Rh probe binding, fluorescence polarization;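 active = inhibition above a cutoff: mean of compounds within the control limits plus 3 SD of those, cut at about 17% in these data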;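 note: 0% = plate median of compound wells and 100% = probe without SIAE protein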
TCR CD3 inh = blocks the human TCR-CD3 interaction; inhibition, % at 9.4 µM; 360,000 compounds, 0.37% hits; AID 651800; TAMRA-labeled TCR probe fluorescence, biochemical; in the data active = inhibition above about 19%;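 note: recombinant mutant TCR 2C K166C tagged with TAMRA read by polarization; 0% = receptor in buffer alone and 100% = receptor with positive control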
mABHD4 FP = inhibitors of mouse ABHD4 | Q8VD66 | purified mABHD4, FP-Rh probe fluorescence polarization | inhibition, % at 8.92 µM | 370,000 compounds, 0.54% hits;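 active = inhibition exceeding the mean over every tested compound plus 3 SD, cut at about 30% in these data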;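 note: 0% = plate median of compound wells and 100% = S159A mutant with DMSO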
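assay system = mABHD4 protein | compound dosing = single nominal dose of 8.92 µM, 0.89% DMSO final | read-out basis = percent inhibition of probe binding, normalized to plate controls | schedule = Enzyme–compound pre-incubation 45 min, then probe 60 min, both 25 °C | detection = fluorescence polarization, excitation 525 nm, emission 598 nm, BODIPY TMR filters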
HTRA1 inh = HTRA1 (human) protease inhibition; inhibition, % at 5.96 µM; recombinant HTRA1, FP-rhodamine activity-based probe, fluorescence polarization; AID 504803; 340,000 compounds, 0.5% hits; in the data active = inhibition above about 36%;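 note: 0% = enzyme with DMSO and 100% = wells lacking enzyme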
Target sequence (Q92743 whole entry, looked up): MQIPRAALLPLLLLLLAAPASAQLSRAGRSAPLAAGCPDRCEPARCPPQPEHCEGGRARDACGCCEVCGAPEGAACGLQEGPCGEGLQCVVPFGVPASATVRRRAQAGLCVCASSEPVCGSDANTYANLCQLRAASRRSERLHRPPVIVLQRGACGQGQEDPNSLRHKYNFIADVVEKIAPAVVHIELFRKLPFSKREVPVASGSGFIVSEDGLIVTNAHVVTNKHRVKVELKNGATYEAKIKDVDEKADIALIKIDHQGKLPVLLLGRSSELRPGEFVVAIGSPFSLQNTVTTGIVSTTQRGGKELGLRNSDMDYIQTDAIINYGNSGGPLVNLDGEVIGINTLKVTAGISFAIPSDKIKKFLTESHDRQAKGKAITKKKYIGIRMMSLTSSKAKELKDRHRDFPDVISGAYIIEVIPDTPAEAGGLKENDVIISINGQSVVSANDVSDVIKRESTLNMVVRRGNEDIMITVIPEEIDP
Rev-erbA mod = modulators of human Rev-erb alpha DNA binding. 370,000 compounds, 0.79% hits. Rev-erbα–FITC-DNA binding, fluorescence polarization, 90 min. activity, % at 10 µM. P20393. AID 1259318;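 active = activity above about 14%, limit read from the data; passing the limit was not always enough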;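 note: 0% = DMSO wells with 35 nM protein and 100% = DMSO wells with 750 nM protein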
PG9 binder = binds the HIV-1 gp120 antibody PG9; TR-FRET gp120-PG9 antibody binding; inhibition, % at 6.7 µM; 360,000 compounds, 0.43% hits; AID 624416; in the data active = inhibition above about 8.5%
TDP2 inh = TDP2 (human) inhibition, absorbance primary screen; inhibition, % at 12.8 µM; AID 720702; O95551; 370,000 compounds, 0.34% hits; recombinant TDP2, T5PNP hydrolysis, p-nitrophenol absorbance 415 nm;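 active = inhibition above the mean of all tested compounds plus 3 SD, set per campaign, cut at about 25% in these data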;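 note: 0% = DMSO with enzyme and 100% = buffer with substrate but no TDP2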
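Incubation: 2 h at 37 °C; Test system: recombinant human TDP2; Quantity: enzyme 120 nM; Read-out basis: percent inhibition; Medium: 50 mM Tris-HCl pH 7.5 with Mg2+, KCl, DTT, BSA; Repeats: single replicate; Compound: 12.8 µM single point, 1% DMSO; Signal: epi absorbance; Reagent: 5 mM T5PNP chromogenic substrate; Benchmarks: no-enzyme high, DMSO-plus-enzyme low.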
LEDGF integ inh = blocks HIV-1 LEDGF/p75-dependent DNA integration; TR-FRET IN-LEDGF/p75 DNA integration, Eu/Cy5; inhibition, % at 3.7 µM; 370,000 compounds, 0.64% hits; AID 743269;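 active = inhibition above the screen-wide mean plus 3 SD, cut at about 13% in these data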;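 note: signal is the Cy5 over europium emission ratio at 671 and 618 nm; 0% = plate median of compound wells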
PRMT1 inh = PRMT1 (human) inhibition, primary screen | Q99873 | recombinant PRMT1, activity-based probe fluorescence polarization | inhibition, % at 2.79 µM | 370,000 compounds, 1.3% hits | AID 652257;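 active = inhibition above about 21% made by adding two undisclosed values, limit read from the data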
Target sequence (Q99873 whole entry, looked up): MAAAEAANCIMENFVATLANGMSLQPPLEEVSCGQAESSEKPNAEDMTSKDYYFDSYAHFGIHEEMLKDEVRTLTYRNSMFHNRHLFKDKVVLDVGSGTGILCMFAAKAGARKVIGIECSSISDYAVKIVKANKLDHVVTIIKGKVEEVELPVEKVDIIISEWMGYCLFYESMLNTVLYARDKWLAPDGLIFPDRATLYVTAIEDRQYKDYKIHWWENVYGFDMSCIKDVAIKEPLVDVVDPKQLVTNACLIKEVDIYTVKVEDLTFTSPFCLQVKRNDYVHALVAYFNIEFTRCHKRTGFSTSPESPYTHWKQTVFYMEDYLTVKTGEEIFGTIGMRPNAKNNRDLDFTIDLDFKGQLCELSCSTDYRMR
The depositor's hits bear a star; x = not tested or not shown. These rows are one share of the data; rates above refer to the full screens.

SMILES	rCAG binder	SIAE primary	TCR CD3 inh	mABHD4 FP	HTRA1 inh	Rev-erbA mod	PG9 binder	TDP2 inh	LEDGF integ inh	PRMT1 inh
O=[N+]([O-])c1ccccc1/C=C/CN1CCCC(CO)C1 (stereo not given)	-2	2	-1	0	-5	3	-1.7	9	-5	2
CCn1c(/C=C\c2ccccc2C)nc2ccccc2c1=O	-5	-4	-1	-8	-15	2	-2.5	3	1	2
CCN(CC(=O)NCc1ccc(Cl)cc1)C(=O)CSCC(=O)Nc1ccc(C)cc1	-6	-2	2	-8	-10	3	2.4	-3	-4	3
CC1(C(=O)OCC(=O)NC(=O)NCc2ccccc2)CC1(Cl)Cl (stereo not given)	-4	-2	3	-9	-3	-2	-1.9	6	3	-1
O=C(CSC1=NNC(c2ccccn2)S1)Nc1ccc(C(F)(F)F)cc1 (stereo not given)	12	-3	1	39*	20	8	-3.0	-12	0	24*
COc1ccccc1C(=O)Nc1nc2ccccc2s1	6	-8	-5	-16	-15	34*	-0.2	-7	1	0
O=C(CSc1ncccn1)NC(=O)NCc1ccco1	4	4	2	-3	3	-4	0.4	-4	3	13
Cc1ccc(-n2cc(CN3CCNC(=O)CC3)c(-c3ccc(F)cc3)n2)cc1	0	-2	6	3	1	-2	1.3	0	4	0
CC1CN(C(=S)Nc2ccccc2)N(c2ccccc2)C1 (stereo not given)	0	-4	9	17	-2	5	-1.6	13	-1	2
O=C(O)c1ccc(S(=O)(=O)c2ccc3c(c2)C(=O)N(NC(=O)c2cccnc2)C3=O)cc1	1	3	6	-5	7	-6	-1.4	-7	-3	0
Cc1nn(-c2ccccc2)c(C)c1NC(=O)COc1ccc(F)cc1Cl	0	-2	4	3	4	2	-2.6	5	2	-1
CCCCSCCCNC(=O)c1ccc2c(c1)N(CC)C(=O)c1ccccc1S2=O (stereo not given)	-6	2	0	-8	-7	-5	-1.4	0	3	0
CC1(C(=O)Nc2cnc3ccccc3c2)CCN1C(=O)CCc1ccccc1 (stereo not given)	-2	3	-5	3	x	-2	-1.4	-1	3	3
CC(C)CCN1CCN(Cc2ccoc2)CC1CCO (stereo not given)	1	-1	9	-7	1	4	-1.3	-3	1	-5
O=C(NNS(=O)(=O)c1ccccc1)c1cc2cc3ccccc3nc2s1	33	-3	5	-20	-1	0	1.2	-8	0	5
CCOc1ccccc1N(CC(=O)NCC1CCCO1)C(=O)CCC(=O)Nc1ccccn1 (stereo not given)	-12	-1	-9	-1	3	4	0.7	1	5	-2
Cc1cn(S(=O)(=O)c2cc(Br)ccc2Br)cn1	2	3	2	1	-2	0	0.6	-14	1	-2
COC(=O)c1ccc(COc2ccc(-c3nnn(CC(N)=O)n3)cc2)cc1	-1	-13	-6	2	-3	3	2.7	2	1	3
CCN(C(=O)CN1C(=O)S/C(=C\c2ccc(Cl)cc2)C1=O)C1CCS(=O)(=O)C1 (stereo not given)	1	6	1	6	4	2	-0.4	-16	-1	2
CCOC(=O)C1CCN(c2cc(C)nc3cc(-c4cccc(F)c4)nn23)CC1	3	1	4	-1	-6	2	-2.0	-2	4	-2
O=C(c1ccccc1)C1(c2ccccc2)OC1c1ccccc1 (stereo not given)	2	16	-5	-12	-17	-8	1.1	5	-2	3
C/C(=N\OCC(=O)OCC(=O)NC(=O)c1ccccc1)c1ccc2c(c1)OCO2	1	6	10	4	3	-4	-0.4	10	2	3
N#CCC(=O)N/N=C1\CCCCC1C1CCCCC1 (stereo not given)	6	-7	10	-3	0	1	-1.2	-25	6	-1
CC(=O)N1c2ccc(S(=O)(=O)N3CCC(C(=O)Nc4cc(C)ccn4)CC3)cc2CC1C (stereo not given)	-2	-6	6	-3	2	1	-1.2	-8	1	0
CCOC(=O)c1[nH]cnc1N=Nc1c(O)ccc2ccccc12	1	-65	1	23	33	-4	-3.7	5	-1	16
O=C(Nc1ccc(NC(=O)c2ccc(Cl)cc2Cl)cc1)c1ccc2c(c1)OCO2	3	0	7	6	6	6	-0.1	1	0	-5
CCOC(=O)c1oc2cc(C)cc(C)c2c1C	-1	-2	1	-3	2	-4	-0.6	5	1	-2
COc1ccc(OC)c(CNS(=O)(=O)c2cc(-c3cc(C)no3)ccc2OC)c1	1	-6	-2	5	-1	1	-2.1	11	0	2
CCCCNC(=O)CSc1nnc(-c2ccco2)n1C	-2	2	-4	6	1	0	0.2	7	3	-5
Cc1ccc(S(=O)(=O)N2CCOCC2)cc1C(=O)NCCN1C(=O)S/C(=C\c2ccccc2Cl)C1=O	6	-6	-6	0	-8	-4	0.0	-4	0	2
CCn1c(C)cc2c(c1=O)C(c1ccccc1)C(C(=O)OC)=C(N)O2 (stereo not given)	7	0	-2	2	0	-4	-0.5	0	1	1
CCC(=O)Nc1cccc(NC(=O)c2ccc(Br)cc2)c1	0	-8	-4	2	-3	-10	-2.2	-3	0	2
CCc1cc(=O)oc2cc(C)cc(OCC(=O)NC(Cc3ccc(Cl)cc3)C(=O)O)c12 (stereo not given)	34	10	-2	-3	-3	-3	-0.8	3	0	-2
Cc1ccc(S(=O)(=O)N2[C@H](CC(=O)c3ccc(Cl)c(Cl)c3)OC[C@@H]2C(C)C)cc1	7	-11	-8	-9	x	3	-0.2	-12	5	-1
O=C(Cn1c(=O)oc2ccccc21)Nc1ccccc1C(F)(F)F	-1	7	0	2	1	-1	-0.9	11	-4	-1
Cc1ccc(Cl)cc1N1CCN(C(=O)C(=O)N2CCCCC2)CC1	-10	-1	0	0	0	1	0.6	-8	2	-2
CC(=O)c1cccc(NC(=O)/C(=C\c2ccco2)NC(=O)c2ccco2)c1	20	-1	10	8	4	-1	-0.2	-15	2	11
CC1(C)SC(=S)N(NC(=O)Nc2ccccc2)C1N(O)C(=O)Nc1ccccc1 (stereo not given)	6	-17	4	-17	-33	4	0.1	3	0	0
CC1=C(C(=O)Nc2ccccn2)C(c2ccc(F)cc2)n2ncnc2N1 (stereo not given)	-1	7	-2	-2	4	-8	0.1	-1	2	-6
CC(=O)c1ccc(OCC(=O)Nc2cccc(S(=O)(=O)N3CCCC3)c2)cc1	7	0	6	1	-5	-6	0.0	-2	1	-3
O=C(N/N=C/c1ccc2c(c1)OCO2)c1cccc2ccccc12	1	-1	-6	-8	-5	2	-0.4	-9	4	0
O=C(COc1ncnc2ccccc12)NC(=O)NCc1ccccc1	-4	2	3	-1	-6	3	-1.5	8	1	-1
O=S(=O)(NCC(c1ccco1)N1CCc2ccccc2C1)c1ccc(Br)cc1 (stereo not given)	1	-3	-10	-13	-29	-1	-0.6	0	-2	-2
COC(=O)[C@]12C[C@H](CC(=O)N3CCN(C(=O)c4ccco4)CC3)C(=O)N(Cc3cccc4ccccc34)C1=C[C@H](C(C)(C)C)O[C@@H]2C	8	-8	x	-6	x	10	x	-2	2	2
CN(C)C(=O)N1CCCC(C(=O)NCc2cccs2)C1 (stereo not given)	0	8	2	3	1	5	0.2	7	1	-8

Some of the entries above, set out differently.
| SMILES | rCAG binder | SIAE primary | TCR CD3 inh | mABHD4 FP | HTRA1 inh | Rev-erbA mod | PG9 binder | TDP2 inh | LEDGF integ inh | PRMT1 inh |
| --- | --- | --- | --- | --- | --- | --- | --- | --- | --- | --- |
| CC1=C(C(=O)Nc2ccccn2)C(c2ccc(F)cc2)n2ncnc2N1 (stereo not given) | -1 | 7 | -2 | -2 | 4 | -8 | 0.1 | -1 | 2 | -6 |
| CC(=O)c1ccc(OCC(=O)Nc2cccc(S(=O)(=O)N3CCCC3)c2)cc1 | 7 | 0 | 6 | 1 | -5 | -6 | 0.0 | -2 | 1 | -3 |
| O=C(N/N=C/c1ccc2c(c1)OCO2)c1cccc2ccccc12 | 1 | -1 | -6 | -8 | -5 | 2 | -0.4 | -9 | 4 | 0 |
| O=C(COc1ncnc2ccccc12)NC(=O)NCc1ccccc1 | -4 | 2 | 3 | -1 | -6 | 3 | -1.5 | 8 | 1 | -1 |
| O=S(=O)(NCC(c1ccco1)N1CCc2ccccc2C1)c1ccc(Br)cc1 (stereo not given) | 1 | -3 | -10 | -13 | -29 | -1 | -0.6 | 0 | -2 | -2 |

Remaining list, next part:
SMILES	rCAG binder	SIAE primary	TCR CD3 inh	mABHD4 FP	HTRA1 inh	Rev-erbA mod	PG9 binder	TDP2 inh	LEDGF integ inh	PRMT1 inh
COc1ccc(-c2nn(-c3ccccc3)cc2/C=C\C(=O)Nc2ccc(C(=O)O)cc2)cc1	84*	-129	6	-117	x	-6	-3.3	-3	-1	-1
C=CCn1c(-c2ccccc2OCC)n[nH]c1=S	2	3	8	2	8	7	2.0	-17	-5	-2
CCNC(=O)NNC(=O)C1CC(c2cccs2)=NO1 (stereo not given)	-1	0	-5	3	-15	-2	-0.6	8	-2	2
Cc1ccc(NC(=O)NCCCc2ccccc2)cc1	1	2	-4	-4	-15	-1	-1.8	-8	6	0
COc1ccc(C)cc1NC(=O)c1cnc2n(c1=O)CCS2	0	-4	0	-1	4	-1	-5.0	-7	1	0
CC(Sc1nc2ccccc2c(=O)n1CCc1ccc(S(N)(=O)=O)cc1)C(=O)NC(N)=O (stereo not given)	2	-3	1	-4	-4	-9	0.7	12	-2	-1
COc1ccc(OCC(=O)N/N=C/C(C)=C/c2ccco2)c(Br)c1	11	-1	9	-16	-11	-6	-1.6	16	-1	0
COc1ccc(CN2CCC(CNC(=O)NC(C)C)CC2)cc1	3	7	x	0	x	0	x	-19	2	-3
COc1cc(C(=O)NCC(c2ccco2)N(C)C)cc(OC)c1OC (stereo not given)	-1	1	6	-7	0	-6	-2.6	-1	4	-1
CC1=CC(C)(C)Nc2cc(C)c(C)cc21	0	7	4	0	35	5	-3.4	-7	-2	2
Cc1ccc(Oc2ccc(Cl)cc2N)cc1	6	-6	3	0	-6	0	0.0	1	-3	3
COc1ccccc1Cc1c(-c2ccc(C)cc2)nc2ccc(Br)cn12	13	-5	-6	-1	x	0	-1.3	-5	-2	-2
CCCn1c(N)c(C(=O)CN(C)CC(=O)Nc2ccc(C)cc2)c(=O)[nH]c1=O	-1	-1	6	3	-2	-4	0.8	-1	1	0
Cc1cc(C)c(NC(=O)CSc2ccc(-c3ccccn3)nn2)c(C)c1	-2	0	4	-5	4	-1	-4.1	1	-3	-2
CCN(CC)S(=O)(=O)c1ccc(N=NC2=C(O)CC(C)(C)CC2=O)cc1	-3	3	-1	-3	-5	6	-2.2	6	1	-2
Cc1nnc(SCc2nc3ccccc3s2)n1-c1ccccc1	-4	-5	-7	3	-18	-4	-0.8	-12	-6	6
O=C(Nc1ccccc1)OC1CCC2CC1CCC2OC(=O)Nc1ccccc1 (stereo not given)	3	-30	7	-28	-18	2	-3.3	-5	2	0
O=C(Nc1cccc2ccccc12)c1ccc2sc([C@@H]3O[C@H](CO)[C@@H](O)[C@H]3O)nc2c1	8	-1	-4	1	x	5	1.8	-6	1	-4
